# TexasRed fluor = Texas Red fluorescence interference in TRb-SRC2 counter-screen. AID 1479. 280,000 tested, 0.29% active. TRb/SRC2 Texas Red total fluorescence interference. Potency, µM (doses to about 106 µM), for inactives: top-dose fluorescence change, negative = quenching; active = well fitted curve in either direction with a large enough effect; inconclusive = small, poorly fitted or top-dose-only effect; note: potency is the fitted concentration of half-maximal effect; % is set by controls: 0 for no effect and ±100 for the full control effect
#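 Flags fluorescent or light-absorbing compounds by total fluorescence, S + 2P, at 555 nm excitation and 632 nm emission. Mixture: 20 nM Texas Red SRC2 peptide, 0.6 uM human TRb LBD, 1 uM T3, 5% DMSO; compound exposure 5 h at ambient temperature.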
# Tau fibril FP = blocks human tau fibril formation measured by polarization; 280,000 tested, 0.39% active; Potency, µM (highest dose often 57.7 µM), for the others: at the highest dose activity, negative = inhibition, hits mostly inhibitors; K18 P301L tau heparin fibrillization, Alexa594 FP, 6 h; P10636; note: potency is the fitted concentration of half-maximal effect; % is set by controls: 0 for no effect and ±100 for the full control effect; nearly all actives have a fitted effect of over 55% in size
# Target sequence (P10636 561-689 P618L limits assumed): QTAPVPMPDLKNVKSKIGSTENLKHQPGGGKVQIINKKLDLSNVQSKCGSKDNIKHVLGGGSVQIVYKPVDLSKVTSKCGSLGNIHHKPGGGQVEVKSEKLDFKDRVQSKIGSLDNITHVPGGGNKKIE
#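 K18 P301L tau (15 uM unlabeled/0.24 uM Alexa 594-labeled, final) + compound + heparin 20 uM final; 100 mM NaOAc pH 7; 6 hr 37 C; ThT 30 uM final added, 1 hr RT; FP ex 555/em 632 nm.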
# TRb SRC2 PPI = disrupts binding of human TR beta to SRC2. P10828. TRbeta-SRC2 peptide binding, fluorescence polarization; receptor liganded with 1 µM T3. Potency, µM (highest dose often 106 µM), for inactives: at the highest dose activity change, negative = inhibition, actives largely listed as inhibitors. 280,000 tested, 0.065% active. AID 1469;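 note: potency is the fitted concentration of half-maximal effect; plate controls were bound peptide for no effect and peptide without receptor for full effect; nearly all actives have a fitted effect of over 50% in size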
#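 Each compound concentration gave % activity, normalized to unbound and bound Texas Red SRC2 controls, from polarization read after 5 hr ambient incubation with T3-loaded human TRb LBD.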
# GLA spleen mod = inhibits or activates alpha-galactosidase in human spleen homogenate | human spleen homogenate, 4MU-alpha-Gal fluorescence, 40 min | 240,000 tested, 0.008% active | Potency, µM (highest dose often 80 µM), for the others: top-dose activity change, negative = inhibition, most hits filed as inhibitors | P06280;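 note: potency is the fitted concentration of half-maximal effect; 0% = enzyme with vehicle and -100% = no enzyme basal signal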
# Target sequence (P06280 32-429 limits assumed): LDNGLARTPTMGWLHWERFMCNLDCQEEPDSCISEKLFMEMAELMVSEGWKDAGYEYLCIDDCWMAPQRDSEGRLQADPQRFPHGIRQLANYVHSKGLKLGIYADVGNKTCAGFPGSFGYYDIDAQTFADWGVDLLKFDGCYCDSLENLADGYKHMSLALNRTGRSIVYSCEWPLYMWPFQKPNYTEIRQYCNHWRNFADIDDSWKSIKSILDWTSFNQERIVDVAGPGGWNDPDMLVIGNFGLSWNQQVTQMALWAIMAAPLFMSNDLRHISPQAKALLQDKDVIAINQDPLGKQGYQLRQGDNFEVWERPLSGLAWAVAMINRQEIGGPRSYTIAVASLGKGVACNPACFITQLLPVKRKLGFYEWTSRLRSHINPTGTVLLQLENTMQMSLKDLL
#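 Fluorogenic readout (Ex 365/Em 440 nm) of 4-methylumbelliferone released from 1 mM 4-MU-alpha-galactoside by spleen homogenate, 40 min at 37C, pH 5.0. Data normalized to no-enzyme and enzyme controls; Hill-equation AC50 from compound titrations.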
# NPSR antagonist = blocks cAMP signaling of the human neuropeptide S receptor; Q6W5P4; CHO-NPSR cells, cAMP TR-FRET, antagonist mode; 220,000 tested, 1% active; Potency, µM (doses to about 38.3 µM), without a hit: at the top dose activity change, negative = inhibition, most hits filed as inhibitors; AID 1461; note: potency is the fitted concentration of half-maximal effect; % is set by controls: 0 for no effect and ±100 for the full control effect; nearly all actives have a fitted effect of over 50% in size; many of its hits are not listed in these tables
# Target sequence (Q6W5P4 whole entry, looked up): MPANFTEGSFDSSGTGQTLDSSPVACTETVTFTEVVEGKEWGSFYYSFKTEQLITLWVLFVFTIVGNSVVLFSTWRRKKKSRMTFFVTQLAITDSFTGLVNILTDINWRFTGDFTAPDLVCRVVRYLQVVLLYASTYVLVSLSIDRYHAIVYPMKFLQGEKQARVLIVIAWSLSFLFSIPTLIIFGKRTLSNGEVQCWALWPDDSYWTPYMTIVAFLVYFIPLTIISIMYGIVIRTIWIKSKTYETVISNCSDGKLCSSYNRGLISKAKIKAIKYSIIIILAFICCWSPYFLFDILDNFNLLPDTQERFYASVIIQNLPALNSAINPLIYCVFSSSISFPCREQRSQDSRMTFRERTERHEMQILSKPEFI
# Epigenetic derep = derepresses silenced GFP reporter in murine cells; murine LDR cells, GFP reporter derepression, 30 h; Potency, µM (highest dose often 53.9 µM), without a hit: at the highest dose GFP activation, hits mostly activators; 280,000 tested, 0.2% active; AID 1865; note: potency is the fitted concentration of half-maximal effect; % of control where 0% means no effect; nearly all actives have a fitted effect of over 60% in size
#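 Murine LDR cells bearing a silenced CMV-driven GFP reporter were exposed to compound for 30 h at 37 C. After PBS washes, GFP-positive cells (20-120 um objects) counted by laser-scanning microplate cytometry.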
# CBFb RUNX1 block = inhibitors of human CBF-beta and RUNX1 interaction; Q01196+Q13951; AlphaScreen CBFb-His/RUNX1-biotin binding, biochemical; Potency, µM (doses to about 59.8 µM), for inactives: at the highest dose activity, negative = inhibition, most hits filed as inhibitors; 230,000 tested, under 10 active; note: % of control where 0% means no effect
#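 His-tagged CBF-beta and biotinylated RUNX1 (30 nM each) were premixed 20 min at room temperature, exposed to compound for 15 min, then given nickel-chelate and streptavidin AlphaScreen beads (50 ng each). After 90 min, AlphaScreen signal was read.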
# Tau fluor cs = counter-screen for tau fibril formation inhibitors. AID 1463. 280,000 tested, 0.93% active. tau K18 P301L Alexa594 fluorescence, heparin fibrillization. Potency, µM (titrated, usually from 57.7 µM), without a hit: top-dose activity change, negative = decrease; note: potency is the fitted concentration of half-maximal effect; % is set by controls: 0 for no effect and ±100 for the full control effect; nearly all actives have a fitted effect of over 55% in size
#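 Human tau K18 P301L (15 uM unlabeled, 0.24 uM Alexa 594-labeled) in 100 mM sodium acetate pH 7 with 20 uM heparin, 6 hr at 37 C. ThT 30 uM added, 1 hr ambient; Alexa 594 FP and total fluorescence read at 555/632 nm.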
# The depositor's hits bear a star; ? = inconclusive; nt = not tested or not shown; & = joins results of further samples; [ ] = remark or other dose. Unless noted, calls come from the whole dose curve; as a rule, active = well fitted curve in the direction sought with a large enough effect; inconclusive = small, poorly fitted or top-dose-only effect, or another doubt; inactive = no such curve, though single readings can be large; an effect the other way counts as inactive or inconclusive.
1	Cc1ccc(C(=O)N2CCN(c3ccccc3F)CC2)cc1NC(=O)c1nsc2ccccc12
2	CCN(CC)S(=O)(=O)c1cccc(C(=O)N[C@H](C(=O)O)C(C)C)c1
3	COc1ccc(CN2CCOCCOCCN(Cc3ccc(OC)cc3)CCOCCOCC2)cc1
4	[O-][n+]1ccc(C2CC2)cc1
5	CCC(Sc1nnnn1-c1ccccc1)C(=O)NC(C)c1ccccc1 (stereo not given)
6	C#CCNC(=O)C1=C[C@H](c2ccccc2)C[C@H](OCCCCO)O1
7	COc1ccc(/C=C2\CCCC3C2=NN(C(=O)c2ccco2)C3c2ccc(OC)c(OC)c2)cc1OC (stereo not given)
8	O=C(CCN1CCCCCC1)Nc1ccc2c(c1)OCCO2
9	CCC(=S)/C=C1\Sc2ccc3ccccc3c2N1CCCS(=O)(=O)O
10	COc1ccccc1N(CN1C(=O)c2ccccc2C1=O)C(=O)c1cccc(C)c1

Assay by compound | 1 | 2 | 3 | 4 | 5 | 6 | 7 | 8 | 9 | 10
TexasRed fluor | 0% | 1% | 1% | -4% | -2% | -1% | 1% | -5% | 1% | -4%
Tau fibril FP | -10% | 5% | 6% | -1% | -2% | -5% | 4% | 4% | -16% | 7%
TRb SRC2 PPI | -5% | -10% | 3% | -2% | -16% | -2% | -4% | 0% | -15% | 0%
GLA spleen mod | nt | 3% | -5% | -4% | 2% | -5% | 29% | 3% | 5% | 4%
NPSR antagonist | nt | -12%[46.1 µM] | -2% | -4%[46.1 µM] | -11%[46.1 µM] | -13% | ? | 20% | -7%[46.1 µM] | -2%[46.1 µM]
Epigenetic derep | 0.1% | -3.5% | -1.6% | 0.0% | -1.1% | 3.9% | -1.8% | 2.4% | 2.9% | 2.3%
CBFb RUNX1 block | nt | 4% | -2% | 6% | 12% | 2% | 4% | -1% | -5% | -1%
Tau fluor cs | -16% | -6% | 2% | 3% | -6% | -3% | -12% | -2% | -7% | -6%

11	CCN=c1sc(C(=O)OC)cc(=O)n1CC
12	O=C1CSC(=S)N1N1C(=O)c2cccc([N+](=O)[O-])c2C1=O
13	O=C(O)c1cccc(N2C(=O)C3C4C=CC(C4=C(c4ccccc4)c4ccccc4)C3C2=O)c1 (stereo not given)
14	CC1=CC(C)(C)N(C(=O)CN2C(=O)CCC2=O)c2ccccc21
15	CCC1CCCCN1C(=O)COC(=O)c1cc2ccccc2cc1O (stereo not given)
16	CC[C@@H]1/C=C(\C)C[C@H](C)C[C@H](OC)[C@H]2O[C@@](O)(C(=O)C(=O)N3CCCC[C@H]3C(=O)O[C@H](/C(C)=C/[C@@H]3CC[C@@H](O)[C@H](OC)C3)[C@H](C)[C@@H](O)CC1=O)[C@H](C)C[C@@H]2OC
17	CCN1CCCC1CNC(=O)Cn1cc2c(n1)CCC(C)C2 (stereo not given)
18	CCCCc1ccc(-c2nc(NC(=O)C3C4CCC(O4)C3C(=O)O)sc2C)cc1 (stereo not given)
19	C/C(=N\Nc1ccc(C(=O)O)cc1)c1ccc(Br)cc1
20	Cc1[nH]nc(SCC(=O)NCC(C)C)c1[N+](=O)[O-]

Assay by compound | 11 | 12 | 13 | 14 | 15 | 16 | 17 | 18 | 19 | 20
TexasRed fluor | -3% | -4% | -1% | 0% | 1% | ? | 3% | -1% | -8% | 0%
Tau fibril FP | 0% | ? | -10% | -1% | -5% | -13% | -7% | 4% | ? | -1%
TRb SRC2 PPI | -1% | -9% | 6% | 2% | 10% | 3%&4% | 4% | -5% | -2% | 2%
GLA spleen mod | -9% | -4% | 9% | -5% | 5% | -18%&31% | -3% | 6% | -11% | -1%
NPSR antagonist | 5%[46.1 µM] | -49% | -55% | -6% | ? | nt | -15%[46.1 µM] | -6%[46.1 µM] | 18% | 6%
Epigenetic derep | -1.0% | 1.1% | -4.2% | 8.3% | -2.8% | 0.0% | -0.8% | 0.0% | 1.1% | 0.0%
CBFb RUNX1 block | 6% | ? | 5% | 4% | 18% | 29%&9% | 10% | 1% | -23% | -2%
Tau fluor cs | -4% | -25% | -6% | -9% | -13% | 3% | -1% | -9% | -22% | -8%

21	O=C(Nc1ccc2c(c1)OCCO2)NC12CC3CC(CC(C3)C1)C2
22	O=C(Oc1ccc(-c2nnco2)cc1)N1CCCCC1
23	CC(N=C(NS(=O)(=O)c1ccc(Cl)cc1)c1ccccc1)C(=O)O (stereo not given)
24	Cc1ccc(S(=O)(=O)NC(=O)N(C)C2CCCCC2)cc1
25	CCOc1cc(CN2CCCC(CNC(=O)c3ccc(F)cc3)C2)ccc1OC (stereo not given)
26	CCN1CCN(C(c2cc(OC)ccc2OC)c2nnnn2Cc2ccccc2)CC1 (stereo not given)
27	COc1ccc(NC(=O)CN2C(=O)C(C)(C)c3ccccc32)cc1Cl
28	CC1CC(=O)N(CC(=O)Nc2ccc3c(c2)OCO3)c2ccccc2S1 (stereo not given)
29	COc1cc(/C=N/NC(=O)c2cc(C)n(-c3ccc(F)cc3)c2C)cc(OC)c1O
30	COc1cccc(-c2cc(C(=O)N3CCCc4ccccc43)no2)c1

Assay by compound | 21 | 22 | 23 | 24 | 25 | 26 | 27 | 28 | 29 | 30
TexasRed fluor | -5% | -6% | 1% | -1% | 4% | 3% | 2% | -2% | -2% | -1%
Tau fibril FP | 11% | -1% | 7% | 10% | 0% | 6% | -11% | 8% | 7% | 2%
TRb SRC2 PPI | -1% | 4% | 6% | -5% | -3% | -1% | -4% | 1% | 2% | -6%
GLA spleen mod | 4% | 6% | 0% | -1% | 3% | 9% | nt | 9% | -7% | -1%
NPSR antagonist | -28%[46.1 µM] | 8%[46.1 µM] | -2%[46.1 µM] | -8% | -2% | 2%[46.1 µM] | nt | -8%[46.1 µM] | -10% | ?
Epigenetic derep | 2.1% | 3.9% | -1.0% | 1.1% | -1.1% | 0.0% | 0.0% | 4.4% | -1.9% | 0.0%
CBFb RUNX1 block | 1% | 2% | 2% | 3% | 7% | 3% | nt | 3% | -21% | 23%
Tau fluor cs | ? | 4% | -4% | -3% | -4% | 5% | -19% | -2% | -26% | -14%

31	Cc1ccc(Nc2nc(-c3cccs3)cs2)nc1
32	COC(=O)c1ccc(Oc2nc(NC(C)C)nc(N(C)C)n2)cc1
33	Clc1ccc2nc(-c3ccccn3)c(Nc3ccc4c(c3)OCO4)n2c1
34	Clc1ccc(CN2CCCCCCC2)cc1Cl
35	O=C(Nc1c(-c2ccc(F)cc2)nc2ccccn12)c1ccccc1F
36	COc1ccc2cc(CCNC(=O)C3CC3)c(=O)[nH]c2c1
37	Cc1nc2c(-c3ccc(F)cc3)c(C)nn2c(C)c1CCC(=O)NCc1ccc(F)cc1
38	COC(=O)C/C=C\[C@@H](C)[C@@H](CO)NS(=O)(=O)c1ccc(C)cc1
39	Cc1cc(C)cc(NC(c2nnc(-c3cccc(F)c3)o2)c2ccc(F)cc2Cl)c1 (stereo not given)
40	Cc1ccc(N(CC(=O)NCCSc2ccccc2)S(=O)(=O)c2ccc(F)cc2)cc1

Assay by compound | 31 | 32 | 33 | 34 | 35 | 36 | 37 | 38 | 39 | 40
TexasRed fluor | -6% | 4% | -2% | -3% | 0% | -1% | -4% | -8%[11.2 µM] | -1% | 1%
Tau fibril FP | -9% | 2% | 10% | 0% | -2% | 2% | 5% | -5%[11.6 µM] | 2% | -5%
TRb SRC2 PPI | -1% | -5% | -2% | -8% | -5% | -8% | -2% | -1%[11.2 µM] | -8% | -13%
GLA spleen mod | -2% | -4% | -2% | 3% | nt | 0% | nt | 2%[17.5 µM] | nt | nt
NPSR antagonist | -21% | -16%[46.1 µM] | -27% | -1%[46.1 µM] | nt | -8%[46.1 µM] | nt | nt | nt | nt
Epigenetic derep | -0.3% | 0.0% | 1.0% | 0.9% | -0.6% | -0.6% | -1.1% | 0.0%[10.1 µM] | -0.4% | -1.6%
CBFb RUNX1 block | -6% | 9% | ? | 17% | nt | 10% | nt | 10%[13.1 µM] | nt | nt
Tau fluor cs | 22µM*[quencher] | -10% | ? | -10% | -13% | -7% | -5% | -1%[11.6 µM] | -17% | -17%

41	O=C(O)c1ccc(Cl)cc1NC(=O)C1CCCO1 (stereo not given)
42	COC(=O)c1cc(NC(=O)c2c(Cl)nc3sccn23)cc(C(=O)OC)c1
43	CCCc1cc(=O)[nH]c(SCCOc2ccc(OCC)cc2)n1
44	O=C(NCCc1csc(-c2ccc(F)cc2)n1)c1ccc(Br)o1
45	CN1C(=O)c2ccccc2Sc2ccc(NC(=O)c3ccc(C#N)cc3)cc21
46	O=C(O)c1ccccc1-c1ccccc1C(=O)NNc1ccccc1
47	Cc1ccc2c(c1)-c1onc(C(=O)N3CCN(c4cccc(C)c4C)CC3)c1CO2
48	Cc1ccc(S(=O)(=O)NCCC(=O)OCC(=O)NC(=O)c2cccn2C)cc1

Assay by compound | 41 | 42 | 43 | 44 | 45 | 46 | 47 | 48
TexasRed fluor | 0% | 0% | -5% | 0% | -1% | -2% | 6% | 0%
Tau fibril FP | -4% | -8% | 0% | -4% | ? | -5% | -18% | 1%
TRb SRC2 PPI | 0% | 4% | 0% | -2% | 0% | 1% | 5% | 3%
GLA spleen mod | 10% | 3% | -13% | nt | nt | -4% | nt | -2%
NPSR antagonist | -7%[46.1 µM] | 3%[7.67 µM] | -20%[46.1 µM] | nt | nt | 1% | nt | 7%
Epigenetic derep | -0.7% | -0.4% | -0.8% | 0.0% | -1.3% | 8.7% | 0.0% | 1.1%
CBFb RUNX1 block | 3% | -1% | -12% | nt | nt | 0% | nt | -10%
Tau fluor cs | -1% | -8% | -3% | -10% | -24% | 0% | -5% | -8%

# Part of the list above, with bars between the fields:
cpd | Structure | TexasRed fluor | Tau fibril FP | TRb SRC2 PPI | GLA spleen mod | NPSR antagonist | Epigenetic derep | CBFb RUNX1 block | Tau fluor cs
41 | O=C(O)c1ccc(Cl)cc1NC(=O)C1CCCO1 (stereo not given) | 0% | -4% | 0% | 10% | -7%[46.1 µM] | -0.7% | 3% | -1%
44 | O=C(NCCc1csc(-c2ccc(F)cc2)n1)c1ccc(Br)o1 | 0% | -4% | -2% | nt | nt | 0.0% | nt | -10%
45 | CN1C(=O)c2ccccc2Sc2ccc(NC(=O)c3ccc(C#N)cc3)cc21 | -1% | ? | 0% | nt | nt | -1.3% | nt | -24%

# From PubChem

# This is a subset; rates above refer to the full screens.
